Source: PubChem BioAssay (National Center for Advancing Translational Sciences (NCATS))
PKM2 act: qHTS Assay for Activators of Human Muscle isoform 2 Pyruvate Kinase | Pyruvate kinase PKM (Homo sapiens), P14618 | Potency, µM (top dose mostly 57.5 µM), for the others: at the top dose activation, actives largely listed as activators | 260,000 compounds, 0.34% hits | purified PKM2, Kinase-Glo ATP luminescence, activation; response scale: 0% is enzyme alone, no compound; note: potency is the fitted concentration of half-maximal effect; % is set by controls: 0 for no effect and ±100 for the full control effect; nearly all actives have a fitted effect of over 55% in size
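Kinase-Glo luminescence reports ATP generated from ADP (0.1 mM) and PEP (0.5 mM) by purified hPK-M2 after 1 h at room temperature, pH 7.2 imidazole buffer; intermediate enzyme activity allows detecting inhibitors and activators.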
Menin-MLL TR inh: qHTS Assay for Inhibitors Targeting the Menin-MLL Interaction in MLL Related Leukemias: Competition With Texas Red Labeled MLL-derived Mutant Peptide; O00255; Menin + Texas Red MLL mutant peptide, fluorescence polarization; Potency, µM (titrated, usually from 61.6 µM), without a hit: top-dose FP activity change, negative = inhibition, hits mostly inhibitors; 270,000 compounds, 0.23% hits; active = well fitted inhibition curve with a large enough effect in the polarisation, with a control signal flat, not every such curve was filed as active; inconclusive = small, poorly fitted or top-dose-only effect, or effect the other way, or a change in a side signal; inactive = no such curve, though single readings can be large or run the other way; the % refers to the polarisation; note: potency is the fitted concentration of half-maximal effect; % of control where 0% means no effect; many of its hits are not listed in these tables
Chronic BCR inh: qHTS Assay to Find Inhibitors of Chronic Active B-Cell Receptor Signaling; ABC-DLBCL IkBa-CBG/CBR reporter, luminescence ratio, 4 h; Potency, µM (highest dose often 46.1 µM), inactives show top-dose ratio change, negative = lower green/red ratio, hits mostly inhibitors; 340,000 compounds, 0.05% hits; AID 493014, 2011; active = well fitted inhibition curve with a large enough effect in the signal ratio, with a control signal flat, not every such curve was filed as active; inconclusive = small, poorly fitted or top-dose-only effect, or effect the other way, or a change in a side signal; the % refers to the signal ratio;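 note: potency is the fitted concentration of half-maximal effect; plate controls were basal doxycycline-induced cells for no effect and cells given 10 µM MG132 for full effect; MG132 reads +100%, hits lower the ratio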
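Doxycycline induced both beetle luciferases in TMD8 lymphoma cells; IKK-driven degradation limits the IkappaBalpha-fused green signal, while red luminescence normalises for cell number and nonspecific effects. Compounds tested up to 46 uM, 4 hrs.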
TSHR antag: Antagonists of the Thyroid Stimulating Hormone Receptor: HTS campaign; TSHR-expressing cells, TSH-stimulated cAMP HTRF, 2 h; stronger effect = lower value; activity change, negative = inhibition, % at 11.5 µM; 330,000 compounds, 0.2% hits;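 active = activity change below a set negative limit, meaning inhibition stronger than a set level, cut at about -70% in these data; inconclusive = activity change between two set negative limits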; note: % is set by controls: 0 for no effect and ±100 for the full control effect
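Antagonism was scored as loss of TSH-driven cAMP in TSHR cells, stimulated with 4nM TSH (EC80) for 2 hours at 37 deg C and detected by homogeneous HTRF competition immunoassay.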
USP2a inh: qHTS Assay for Inhibitors of Ubiquitin-specific Protease USP2a Using CHOP2 as the Reporter. USP2 core, Ub-CHOP2 coupled fluorogenic reporter, 485/531. Potency, µM (doses to about 38.3 µM), inactives show top-dose activity change, negative = inhibition, usual class: inhibitors. 330,000 compounds, 0.01% hits;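 note: potency is the fitted concentration of half-maximal effect; plate controls were DMSO wells for no effect and full inhibition by NEM control for full effect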
Target sequence (O75604 whole entry, looked up): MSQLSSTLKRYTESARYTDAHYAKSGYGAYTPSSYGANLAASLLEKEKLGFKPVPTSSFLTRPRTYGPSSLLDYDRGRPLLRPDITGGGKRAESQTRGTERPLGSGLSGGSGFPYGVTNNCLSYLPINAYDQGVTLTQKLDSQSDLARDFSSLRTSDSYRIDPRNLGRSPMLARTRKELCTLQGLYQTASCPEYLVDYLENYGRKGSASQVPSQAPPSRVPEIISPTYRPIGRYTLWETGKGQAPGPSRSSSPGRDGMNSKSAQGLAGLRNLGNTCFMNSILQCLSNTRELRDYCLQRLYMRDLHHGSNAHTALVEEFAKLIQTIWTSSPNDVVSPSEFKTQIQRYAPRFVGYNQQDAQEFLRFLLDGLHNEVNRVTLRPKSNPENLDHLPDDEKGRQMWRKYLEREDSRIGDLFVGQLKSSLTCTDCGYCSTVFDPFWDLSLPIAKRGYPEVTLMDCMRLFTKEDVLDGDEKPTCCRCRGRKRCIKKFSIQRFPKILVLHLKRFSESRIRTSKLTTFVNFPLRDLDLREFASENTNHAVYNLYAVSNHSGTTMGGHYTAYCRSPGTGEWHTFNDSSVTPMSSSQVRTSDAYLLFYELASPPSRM
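Deubiquitinase activity read as fluorescence (485/531 nm) after Ub-CHOP2 cleavage activates the enterokinase reporter on its substrate; USP2 core 10nM, Ub-CHOP2 and substrate 25nM each, 30min compound preincubation then 60min RT; data normalized to NEM, curves fitted.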
Eya2 inh: qHTS Assay for Inhibitors of the Phosphatase Activity of Eya2; Protein phosphatase EYA2 (Homo sapiens), O00167; recombinant Eya2, OMFP fluorescence dephosphorylation (OMFP is methylfluorescein phosphate); Potency, µM (top dose mostly 76.9 µM), for inactives: at the highest dose activity, negative = inhibition, actives largely listed as inhibitors; 330,000 compounds, 0.006% hits; note: potency is the fitted concentration of half-maximal effect; % is set by controls: 0 for no effect and ±100 for the full control effect
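Eya2 protein (added as 0.2 uM solution) was preincubated with compound for 10 min at ambient temperature in 50 mM HEPES pH 7.5, 50 mM NaCl, 5 uM MgCl2, 0.05% BSA, 1 mM DTT. OMFP (added at 50 uM) then reacted 10 min; fluorescence read at 485/525 nm.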
ASM inhibitor: Inhibitors of Secretory Acid Sphingomyelinase (S-ASM): qHTS; 340,000 compounds, 0.006% hits; Potency, µM (top dose mostly 57.5 µM), for inactives: at the top dose activity change, negative = inhibition, actives largely listed as inhibitors; placental ASM, HMU-PC fluorogenic substrate, 60 min; AID 504937, 2011; note: potency is the fitted concentration of half-maximal effect
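Human placenta-derived ASM enzyme was preincubated with compound for 10 minutes at room temperature, then given fluorogenic substrate HMU-PC0 (9 uM final) for 60 minutes at 37 °C; a pH 10 stop preceded fluorescence reading at Ex 386/Em 447 nm.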
MBNL1-CUG inh: qHTS Assay for Inhibitors of MBNL1-poly(CUG) RNA binding; 280,000 compounds, 0.036% hits; TR-FRET MBNL1-His/biotin-(CUG)12 binding, 665/545 ratio; Potency, µM (titrated, usually from 57.5 µM), for inactives: at the top dose activity change, negative = inhibition, usual class: inhibitors; active = well fitted inhibition curve with a large enough effect in the signal ratio, with a control signal flat, not every such curve was filed as active; inconclusive = small, poorly fitted or top-dose-only effect, or effect the other way, or a change in a side signal; inactive = no such curve, though single readings can be large or run the other way; the % refers to the signal ratio; note: potency is the fitted concentration of half-maximal effect; % is set by controls: 0 for no effect and ±100 for the full control effect
Target sequence (Q9NR56 whole entry, looked up): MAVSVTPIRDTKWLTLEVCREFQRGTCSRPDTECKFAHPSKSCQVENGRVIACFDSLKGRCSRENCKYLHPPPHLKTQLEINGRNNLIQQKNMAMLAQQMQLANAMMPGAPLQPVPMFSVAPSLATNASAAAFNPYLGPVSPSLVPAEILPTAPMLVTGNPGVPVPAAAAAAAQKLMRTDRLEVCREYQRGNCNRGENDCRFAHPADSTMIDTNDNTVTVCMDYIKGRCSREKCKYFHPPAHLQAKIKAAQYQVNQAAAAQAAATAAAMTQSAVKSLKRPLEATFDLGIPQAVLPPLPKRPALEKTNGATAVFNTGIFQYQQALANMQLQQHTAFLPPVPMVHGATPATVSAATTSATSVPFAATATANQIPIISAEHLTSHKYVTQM
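Ratiometric TR-FRET (665 over 545 nm, excitation 340 nm) tracks disruption of MBNL1-His/biotin-(CUG)12 complex after 60 min at room temperature, with compounds at 92 nM to 58 uM final.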
Mito fusion yeast: qHTS Assay for Small Molecule Inhibitors of Mitochondrial Division or Activators of Mitochondrial Fusion. S. cerevisiae fusion-defective mutant growth rescue, CellTiterGlo 48 h. Potency, µM (series often up to 46.1 µM), without a hit: at the highest dose growth rescue (activation), most hits filed as activators. 320,000 compounds, 0.23% hits;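 note: potency is the fitted concentration of half-maximal effect; % of control where 0% means no effect; nearly all actives have a fitted effect of over 45% in size; temperature-sensitive fusion mutants such as fzo1-1 at 37 °C on non-fermentable ethanol glycerol medium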
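Luminescent cell viability in 1536-well qHTS format served as the measure of rescued growth in ts fusion-mutant S. cerevisiae cultured on non-fermentable YPEG for 48 hours at 37C.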
GALK inh: qHTS Assay for Inhibitors of Human Galactokinase (GALK). P51570. Purified GALK, Kinase-Glo residual ATP luminescence. Potency, µM (series often up to 57.5 µM), for inactives: at the top dose activity change, negative = inhibition, actives largely listed as inhibitors. 270,000 compounds, 0.007% hits. AID 1868, 2009; note: potency is the fitted concentration of half-maximal effect; % is set by controls: 0 for no effect and ±100 for the full control effect
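5 nM enzyme, 35 uM ATP, 100 uM galactose, 20 mM HEPES pH8.0, 5 mM MgCl2; 1 h RT; residual ATP by Kinase-Glo Plus luminescence, qHTS format.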
KCNH2 WT inh: qHTS for Inhibitors of KCHN2 3.1: Wildtype qHTS; activity change, % at 1.84 µM; 340,000 compounds, 0.37% hits; Voltage-gated inwardly rectifying potassium channel KCNH2 (Homo sapiens), Q12809; U2OS, BacMam KCNH2, thallium flux FluxOr; stronger effect = lower value; AID 720551, 2013;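 active = maximum activity change below -70%; inconclusive = maximum activity change between -70% and -50%; inactive = maximum activity change above -50%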; note: % is set by controls: 0 for no effect and ±100 for the full control effect
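U2OS cells transduced with wild-type KCNH2 virus are loaded with FluxOr dye for 45 min, and thallium flux is measured in kinetic reads before and after stimulation buffer. Rate constants are normalized to DMSO controls.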
Active calls of the source: *; u = inconclusive; x = no result given; [ ] = dose if it differs, or a comment. Unless noted, calls come from the whole dose curve; as a rule, active = well fitted curve in the direction sought with a large enough effect; inconclusive = small, poorly fitted or top-dose-only effect, or another doubt; inactive = no such curve, though single readings can be large; an effect the other way counts as inactive or inconclusive. Only part of the results is shown (hit frequency here may not be typical).

Second line of a record – PKM2 act, Menin-MLL TR inh, Chronic BCR inh, TSHR antag, USP2a inh, Eya2 inh, ASM inhibitor, MBNL1-CUG inh, Mito fusion yeast, GALK inh, KCNH2 WT inh
1. COc1ccc(-c2cn3cccnc3n2)cc1NS(=O)(=O)c1ccccc1
  21%, 10%, 5%, 21, -1%, -5%, 14%, u, 6%, 3%, -2
2. CCCCn1c2nc3ccccc3nc2c2c(=O)n(-c3ccccc3)cnc21
  -7%, -5%, -2%, -5, -1%, -11%, x, 20%, 2%, x, 1
3. O=c1c(/C=N\NS(=O)(=O)c2ccccc2)coc2ccc(Cl)cc12
  23%, 20%, 9%, 3, 8%, 8%, -11%, -4%, -10%, -1%, -12
4. COc1ccc(NC(=O)C2C3CCC4C(CCC32)C4(Cl)Cl)cc1 (stereo unspecified)
  -2%, -14%, u, -17, 0%, -9%, 6%, x, 3%, -1%, -7
5. COc1ccc(OCc2cc(C(=O)NC3CCOC(C)(C)C3)no2)c2ccccc12 (stereo unspecified)
  -1%, x, 0%, 6, 3%, 0%, x, u, -5%, -9%, x
6. CN1OC(c2ccccc2)=C(CO)C1c1ccccc1 (stereo unspecified)
  5%, 1%, -1%, 11, 2%, 1%, -2%, -14%, 8%, 2%, 17
7. O=C(CCc1nnc(Cc2ccc(-c3ccccc3)cc2)o1)N1CCCC1
  -2%, -14%, -16%, -3, 0%, -11%, 0%, -4%, -1%, -2%, 7
8. Cc1ccc(C2=NN(C(=O)CCC(=O)O)C(c3cccc([N+](=O)[O-])c3)C2)cc1 (stereo unspecified)
  14%, 5%, u, 13, -1%, 20%, 3%, u, -3%, 5%, -3
9. CC(OC(=O)CNC(=O)c1cccc(F)c1)C(=O)NC1CCCCC1C (stereo unspecified)
  x, x, -8%, -7, 0%, 5%, 2%, x, -6%, x, -2
10. Cc1cccc(C)c1NC(=O)C(NS(=O)(=O)c1cccs1)c1ccccc1 (stereo unspecified)
  -6%, -16%, 0%, 1, 1%, 3%, 2%, 23%, -8%, 2%, 18

Next part; it opens with the three that closed the last part.
Second line of a record – PKM2 act, Menin-MLL TR inh, Chronic BCR inh, TSHR antag, USP2a inh, Eya2 inh, ASM inhibitor, MBNL1-CUG inh, Mito fusion yeast, GALK inh, KCNH2 WT inh
8. Cc1ccc(C2=NN(C(=O)CCC(=O)O)C(c3cccc([N+](=O)[O-])c3)C2)cc1 (stereo unspecified)
  14%, 5%, u, 13, -1%, 20%, 3%, u, -3%, 5%, -3
9. CC(OC(=O)CNC(=O)c1cccc(F)c1)C(=O)NC1CCCCC1C (stereo unspecified)
  x, x, -8%, -7, 0%, 5%, 2%, x, -6%, x, -2
10. Cc1cccc(C)c1NC(=O)C(NS(=O)(=O)c1cccs1)c1ccccc1 (stereo unspecified)
  -6%, -16%, 0%, 1, 1%, 3%, 2%, 23%, -8%, 2%, 18
11. CC(=O)Nc1ccc(C2=NN(Cc3nnc(-c4ccccc4)o3)C(=O)SC2)cc1
  -21%, -19%, -15%, 11, 3%, -5%, -4%, -10%, 2%, 1%, 4
12. CC(=O)Nc1ccc(S(=O)(=O)NCC(=O)OCC(=O)N2CCCc3ccccc32)cc1
  5%, 9%, -3%, 0, -1%, -8%, 1%, x, 2%, 1%, -10
13. O=C(c1cccc(C(F)(F)F)c1)N(c1ccccn1)C1CCCCC1
  -4%, -15%, 16%, -5, -2%, -4%, 0%, 13%, -1%, -1%, -15
14. Cc1onc(-c2c(Cl)cccc2Cl)c1/C(N)=N/OC(=O)C(C)(C)C
  2%, x, 18%, -11, -1%, 2%, -3%, -4%, 7%, 9%, 17
15. COc1ccccc1NS(=O)(=O)c1ccc(NC(=O)CCNC(=O)c2ccco2)cc1
  u, 4%, 0%, -2, -5%, 9%, -2%, -4%, 4%, 0%, 18
16. COc1nc(OC)nc(Oc2ccc([N+](=O)[O-])cc2Cl)n1
  11%, -2%, 7%, 3, 5%, 12%, 0%, u, 3%, 2%, 0
17. Cc1ccccc1CNCc1ccc2c(c1)OCO2
  x, u, u, 5, -6%, -5%, -3%, -2%, 11%, 0%, -2
18. COc1ccccc1C(=O)COC(=O)c1cnc(C)cn1
  x, x, u, 8, 4%, 1%, 4%, x, 1%, x, -27
19. COc1ccc(Cc2nnc(NC(=O)CS(=O)(=O)c3ccccc3)s2)cc1OC
  -1%, 14%, 14%, -3, 1%, 11%, 2%, -7%, -1%, 16%, 4
20. CCOC(=O)c1cnc(SCC(=O)N2CCC(C(N)=O)CC2)nc1N
  1%, 2%, 13%, 10, -7%, -11%, 2%, 6%, 3%, 12%, 1
21. COc1ccc(NC(=O)NN(C(=O)c2ccccc2)C(C)(C)C)cc1
  0%, 5%, 2%, 6, -1%, -1%, 4%, -11%, -4%, 0%, 2
22. CCS(=O)(=O)N1CCN(c2ccc([N+](=O)[O-])c(NCC3CCCO3)c2)CC1 (stereo unspecified)
  2%, 2%, -16%, -8, 6%, -4%, -11%, u, 1%, 0%, -12
23. CC(=O)Nc1ccc(/C(C)=N/Nc2nc(Nc3ccccc3)nc(N3CCOCC3)n2)cc1
  1%, 0%, u, -8, 2%, -8%, -6%, -3%, -5%, 11%, 0
24. Cc1n[nH]c(C)c1S(=O)(=O)N1CCCC(C(=O)N2CCN(c3ccc(Cl)cc3)CC2)C1 (stereo unspecified)
  3%, 0%, -2%, -43, -15%, 1%, -8%, 1%, 0%, 0%, 17
25. O=C(Nc1c(C(=O)N2CCN(c3ccccn3)CC2)oc2ccccc12)c1ccc([N+](=O)[O-])cc1
  x, 7%, 5%, -13, 0%, 2%, -1%, 7%, -9%, -1%, u
26. COCC(=O)N1CCC(Oc2ccc(C(=O)NC(C)c3nc(C)sc3C)cc2)CC1 (stereo unspecified)
  4%[0.46 µM], 9%, 0%, -1, 0%, 4%, -2%, 0%, -4%, -2%, -2
27. Cc1cccc(C)c1NC(=O)CCCN1CC(C)OC(C)C1 (stereo unspecified)
  -10%, 0%, u, 16, 0%, -2%, 5%, -9%, -4%, 3%, -8
28. CCCCOP(=O)(c1ccc(N(C)C)cc1)C(Nc1ccccc1)c1ccccc1 (stereo unspecified)
  5%, 2%, u, 4, -7%, -14%, -16%, 0%, 4%, 1%, -4
29. O=C(Nc1nnc(-c2ccccc2F)s1)c1cccnc1
  -1%, 4%, u, -10, 3%, 6%, 0%, -3%, -12%, -2%, 5
30. CCCCCCC1CC(CCC(=O)Nc2ccc([N+](=O)[O-])cc2)C(=O)O1 (stereo unspecified)
  2%, 24%, 4%, -11, 1%, 15%, -1%, 1%, 3%, 1%, 4
31. CCN1CCc2c(OCC(=O)Nc3cccc(C)c3C)cccc2C1=O
  0%, -7%, -2%, 2, 0%, 4%, x, -3%, 4%, 14%, x
